High-throughput results from PubChem.
NCI-60 one-dose screen, 48 h, at 10 µM unless noted. Numbers give growth in % (100 = growth as untreated, 0 = no growth, -100 = all killed).
A549/ATCC: A549/ATCC NSCLC; 81,000 compounds, 3.7% hits; AID 1794740
SK-MEL-28: SK-MEL-28 melanoma; 81,000 compounds, 4.1% hits; AID 1794761
HOP-92: HOP-92 NSCLC cells | 71,000 compounds, 6.3% hits
EKVX: EKVX NSCLC; AID 1794765; 71,000 compounds, 3% hits
M14: M14 melanoma; 80,000 compounds, 6.2% hits; AID 1794745
HOP-62: HOP-62 NSCLC. 80,000 compounds, 3.9% hits. AID 1794735
SK-MEL-5: SK-MEL-5 melanoma. 80,000 compounds, 6.4% hits
SK-MEL-2: SK-MEL-2 melanoma; 77,000 compounds, 4.7% hits
Starred values were filed as active, the others as inactive; nt = no result given; & = joins results of further samples; [ ] = remark or other dose. The calls were made as follows: active = growth percent below 10; inactive = the rest.

The first three entries as a preview:
Every second line gives: A549/ATCC	SK-MEL-28	HOP-92	EKVX	M14	HOP-62	SK-MEL-5	SK-MEL-2
1	COc1ccc(-c2nc3ccc(C(=O)N=Nc4c(O)[nH]c5ccc(OC)cc45)cc3[nH]2)cc1
    101	108	110	106	105	106	95	112
2	O=[N+]([O-])c1cccnc1C1OCCO1
    99	112	nt	nt	103	101	99	112
3	NNS(=O)(=O)c1ccc([N+](=O)[O-])cc1
    88	109	84	106	101	103	102	91

Main list, from the start:
Every second line gives: A549/ATCC	SK-MEL-28	HOP-92	EKVX	M14	HOP-62	SK-MEL-5	SK-MEL-2
1	COc1ccc(-c2nc3ccc(C(=O)N=Nc4c(O)[nH]c5ccc(OC)cc45)cc3[nH]2)cc1
    101	108	110	106	105	106	95	112
2	O=[N+]([O-])c1cccnc1C1OCCO1
    99	112	nt	nt	103	101	99	112
3	NNS(=O)(=O)c1ccc([N+](=O)[O-])cc1
    88	109	84	106	101	103	102	91
4	CC(C)C1CCCCC1C1CCCCC1 (stereo unspecified)
    96	111	97	101	107	101	104	114
5	CCN1C(=O)N(CC)C2C1NN=c1s/c(=C\c3ccccc3)c(=O)n12 (stereo unspecified)
    7.6*	61	27	47	8.9*	38	-9.6*	42
6	C[C@@]1(CCC#N)[C@H]2CC[C@@H]3[C@H]4[C@H](C(=O)/C=C/c5cccnc5)CC[C@]4(C#N)CC[C@@]3(C)[C@]2(C)CC[C@H]1C(=O)/C=C/c1cccnc1
    72	97	81	98	75	73	77	78
7	Cc1noc(N)c1N
    103	104	136	114	107	102	106	102
8	Cc1nc2cc(N)c(Cl)cc2[nH]1
    104	109	nt	102	103	106	103	107
9	COc1ccc(-c2cs/c(=N\N=C\c3ccccc3F)n2-c2ccccc2)cc1
    69	77	89	68	nt	54	29	94
10	Nc1ccc(/C=N/Nc2ccnc3c(O)cccc23)c2cccnc12
    43	91	88	62	54	64	82	74
11	CNc1ccc(/C=C/c2c(F)cccc2Cl)cc1
    75	100	73	68	88	75	96	nt
12	NNC(=O)c1ccc(-n2nc(-c3ccccc3)c3ccccc32)cc1
    95	84	87	63	77	65	85	79
13	CCCC(CCC)(C(N)=O)C(=O)O
    98	113	nt	105	108	99	110	120
14	CCOC(=O)c1[nH]cc2c1CCc1sc(Nc3ccccn3)nc1-2
    70	103	56	58	86	92	64	85
15	Cc1nn(-c2ccc(Cl)cc2)c2c1C(c1ccccc1)C(C#N)=C(N)O2 (stereo unspecified)
    100	106	86	76	95	91	94	92
16	CCOC(=O)C(C)NC(=O)C(C)NC(=O)OCc1ccccc1 (stereo unspecified)
    99	108	81	104	107	94	109	111
17	COc1cc(C)cc(-c2[nH]ncc2-c2cc(NCCCO)nc(-c3cccnc3)n2)c1
    99	96	62	93	105	86	76	112
18	COc1ccc(/C=C2\Oc3cc(OCCCCCN4CCCCC4)ccc3C2=O)cc1OC
    89	99	54	79	89	97	67	92
19	COc1ccc(C(=O)c2ccc(Br)cc2)c(OC)c1OC
    96&93	96&109	100	100&102	108&111	92&100	103	94&121
20	c1coc(CSc2ncnc3nc[nH]c23)c1
    101	108	58	103	101	100	109	105
21	CCCc1nc2c(C)cc(-c3nc4ccccc4n3C)cc2n1Cc1ccc(-c2ccccc2C(=O)O)cc1
    85	96	102	98	102	nt	92	nt
22	OCCCN=Cc1ccccc1
    79	109	68	100	86	87	101	100
23	COc1ccc(C(=O)n2nc(-c3ccncc3)nc2N)cc1OC
    92	112	102	102	106	87	104	104
24	CCCCCCCCCCCCOC1CCN(Cc2ccc(Cl)cc2)c2ccc(OC)cc21 (stereo unspecified)
    105	116	nt	103	100	98	101	97
25	C=C1c2c(C)nn(-c3ccc(OC)cc3)c2N(C)C23C[C@@H]1C1(C)c4c(C)nn(-c5ccc(OC)cc5)c4N(C)C(C)(C[C@H]12)C3 (stereo partly specified)
    15	57	nt	nt	40	60	16	37
26	O=C1OC(c2ccccc2)(N(Nc2ccccc2)c2ccccc2)c2ccccc21 (stereo unspecified)
    85	98	60	70	89	96	87	105
27	O=C(O)c1ccc(-n2cc(/C=N/Nc3c(F)c(F)cc(F)c3F)c(-c3ccc(F)c(F)c3)n2)cc1
    67	90	99	61	85	112	69	86
28	COc1ccc(-c2nc(SCC(C)C)nc(N/N=C(/C)c3ccc(N)cc3)c2C#N)cc1
    85	103	78	93	116	77	90	89
29	Cc1ccc(Cc2cnc(NC(=O)CCN3C(=O)/C(=C/c4ccccc4)SC3=S)s2)cc1
    107	103	95	90	104	107	96	101
30	O=[N+]([O-])c1cccc(C2CC(c3ccccc3)=Nc3ccccc3S2)c1 (stereo unspecified)
    89	96	91	nt	102	98	95	95

Part of the list above in order of heavy-atom count, falling.
Every second line gives: A549/ATCC	SK-MEL-28	HOP-92	EKVX	M14	HOP-62	SK-MEL-5	SK-MEL-2
17	COc1cc(C)cc(-c2[nH]ncc2-c2cc(NCCCO)nc(-c3cccnc3)n2)c1
    99	96	62	93	105	86	76	112
12	NNC(=O)c1ccc(-n2nc(-c3ccccc3)c3ccccc32)cc1
    95	84	87	63	77	65	85	79
14	CCOC(=O)c1[nH]cc2c1CCc1sc(Nc3ccccn3)nc1-2
    70	103	56	58	86	92	64	85
7	Cc1noc(N)c1N
    103	104	136	114	107	102	106	102

New compounds follow:
Every second line gives: A549/ATCC	SK-MEL-28	HOP-92	EKVX	M14	HOP-62	SK-MEL-5	SK-MEL-2
31	COc1ccc2nc3cc(Cl)ccc3c(NCCN)c2c1
    -85*	-66*	71	-47*	-75*	-86*	80	98
32	COc1cc(Nc2ncccc2NC(=O)c2cn(Cc3cccc(Oc4ccccc4)c3)nn2)cc(OC)c1
    86	83	98	75	68	100	60	96
33	COc1ccc2cc(C(C)c3nnc(NC4CCCCC4)o3)ccc2c1 (stereo unspecified)
    91	114	nt	120	104	98	78	nt
34	Cc1ncc(CO)c(C=O)c1O
    77	113	92	96	95	74	98	95
35	O=C1CC(N2C(=O)CSC2=S)C(=O)N1c1ccc(Cl)cc1 (stereo unspecified)
    100	116	82	103	102	108	98	103
36	COc1ccc(/C=c2\nc3n(-c4ccccc4)c4n(n-3c2=O)CC(=O)N=4)cc1
    103	108	94	99	108	95	98	118
37	COc1ccc(/C=C2\SC(=S)N(/C=C(/C#N)C(=O)c3ccc4ccccc4c3)C2=O)cc1OC
    72	78	32	71	61	65	71	86
38	COc1cccc(C(=O)O)c1
    102	104	92	102	102	101	100	113
39	O=C(N/N=C/c1ccoc1)c1[nH]c2ccc(Br)cc2c1-c1ccccc1
    -60*	-94*	-62*	-98*	-85*	-71*	-97*	-84*
40	NC(N)=NN=c1c(=O)c2ccccc2c1=O
    95	80	nt	118	-91*	32	nt	118
41	O=c1c2c3c(sc2n2c(CN4CCN(c5ccc(Cl)cc5)CC4)nnc2n1Cc1ccccc1)CCCC3
    64	103	104	103	89	76	102	96
42	O=c1[nH]nc(-c2cc3c([nH]c4ccccc43)c(-c3cccc(O)c3)n2)o1
    99	29	89	92	80	88	84	85
43	CN1C[C@@H](c2ccc(Cl)cc2)[C@]2(NC(=S)N(c3ccccc3)C2=O)[C@@]12C(=O)NC1C=CC(Br)=C[C@H]12 (stereo partly specified)
    57	95	20	71	39	80	64	61
44	COc1cc(-n2nnc3c4nc(-c5ccc(Cl)cc5)oc(=O)c4c(C)nc32)cc(OC)c1OC
    113	100	102	112	96	nt	105	106
45	Cc1ccc(Nc2nc(SC(C)C)nc(-c3ccccc3)c2C#N)cc1
    96	97	81	82	116	72	84	112
46	CN1CCN(c2ccc(C(=O)/C=C3\C(=O)Nc4ccccc43)cc2)CC1
    104	109	98	103	108	99	105	107
47	CC(O)COc1ccccc1Cl (stereo unspecified)
    113	104	86	99	114	98	106	109
48	CNC(=O)C(C(=O)OC)c1ccccc1 (stereo unspecified)
    105	100	97	104	91	109	95	107
49	CC1(C)NC(=O)c2[nH]c3c(Cl)c(Cl)ccc3c2C1C#N (stereo unspecified)
    80	103	54	67	106	83	8.9*	81
50	Cc1cc(O)c2c(c1O)C(=O)C13C(=C2O)C(=O)C2C(O)C1C1C(O)C3C(=O)C3=C(O)c4c(O)cc(C)c(O)c4C(=O)C321 (stereo unspecified)
    -11*	10.0*	-18*	44	nt	4.0*	-75*	-6.6*
51	CCOC(=O)C1=C(CSc2nnnn2-c2ccccc2)N(C)C(=O)NC1c1ccccc1 (stereo unspecified)
    105	108	109	84	97	95	98	108
52	C=C1CC[C@@H]2[C@](C)(COC(C)=O)[C@H](OC(C)=O)CC[C@@]2(C)[C@@H]1CC(NC(=O)c1cnccn1)C1=CCOC1=O (stereo partly specified)
    92	106	78	96	98	96	87	nt
53	CNC(=O)c1cc(Oc2ccc3nc(NC(=O)c4cccc(Cl)n4)sc3c2)ccn1
    75	105	81	90	92	90	72	110
54	Cc1cc(C)n(C(=O)c2c(C)[nH]c(-c3nc4ccccc4[nH]3)c2C)n1
    92	94	108	96	96	95	96	110
55	O/N=C\c1cc(-c2ccc(Br)cc2)on1
    101	101	112	nt	93	121	99	95
56	NS(=O)(=O)c1ccccc1
    103	115	98	105	105	95	108	101
57	CN(C)C(=S)Nc1ccc(S(=O)(=O)N2CCCCC2)cc1
    117	111	85	97	107	110	100	nt
58	C/C(=N/NC(N)=S)c1sc(Nc2cccc(O)c2)nc1C
    102	107	104	91	94	92	99	97
59	CC(C(N)=O)N1CCN(c2ccccc2)CC1 (stereo unspecified)
    99	110	97	101	101	103	120	92
60	O=C1NC(=S)NC(=O)C1=Cc1cn(Cc2ccccn2)c2ccccc12
    66	73	67	85	-61*	54	74	90
61	CCc1cc2c(c3c1C(=O)CC3)C(C)(C)CCC2(C)C
    81	106	106	98	102	87	102	100
62	CCCCC(CCc1ccccc1[N+](=O)[O-])(C(C)=O)C(=O)OCC (stereo unspecified)
    117	105	101	nt	84	94	92	89
63	COC(=O)CC1=C(c2ccc([N+](=O)[O-])cc2)CCC1=O
    95	109	89	94	109	102	103	103
64	C=C(C)Cn1c(=O)n(CC(=C)C)c(=O)n(CC(=C)C)c1=O
    nt	110	nt	99	96	89	101	94
65	CC(C)(C)c1nc(-c2ccc(O)c(O)c2)cs1
    56	88	61	89	43	67	54	93
66	CC(C)CNNCC(C)C
    89	121	98	112	101	92	111	109
67	COc1cc(C=C2C(=O)NC(=S)NC2=O)cc(CN2CCOCC2)c1O
    106	107	102	104	107	103	108	117
68	COc1ccc(OCC(O)CN2CCN(c3cccc(C)c3)CC2)cc1 (stereo unspecified)
    95	102	89	104	101	103	111	107
69	COC(=O)/C(CCC=C(C)C)=C1\[C@@H](OC(C)=O)C[C@@]2(C)[C@H]1C[C@@H](O)[C@H]1[C@@]3(C)CC[C@H](N4CCOC4)[C@@H](C)[C@@H]3CC[C@@]12C
    90	104	76	95	98	102	87	107
70	Cc1c(C(=O)NNC(=O)c2ccc(Br)cc2)sc2ncc(-c3ccc(Br)cc3)n12
    105[7 µM]	102[7 µM]	107[7 µM]	86[7 µM]	106[7 µM]	112[7 µM]	92[7 µM]	116[7 µM]
71	Cc1ccc(C2=NN3C(C2)c2ccccc2OC3c2ccccc2)o1 (stereo unspecified)
    101	106	114	98	109	110	102	101
72	NC(=O)N/N=C1\CCn2cccc21
    100	102	94	107	103	nt	98	111
73	COc1ccc2c(c1)O/C(=C\c1ccccc1OC)C2=O
    91	100	91	105	96	100	97	115
74	Cc1ccc(-c2cc(C(=O)N3N=C(c4ccc(N)cc4)CC3c3ccc(Cl)cc3)c3ccccc3n2)cc1 (stereo unspecified)
    21	73	41	45	-24*	34	12	2.8*
75	O=C(Nc1cc(Cl)ccc1Cl)Nc1ccc(Cl)cc1C(=O)c1ccccc1
    61	71	60	37	70	84	52	69
76	O=[N+]([O-])c1ccc(OS(=O)(=O)c2ccc(Cl)cc2)cc1
    99	110	79	105	106	107	91	122
77	COc1ccc(C2=NOC(C(=O)N(CCO)CCO)C2)cc1OC1CCCC1 (stereo unspecified)
    94	108	97	72	100	96	102	111
78	COc1ccc(-c2nc(-c3cc(OC)cc(OC)c3)[nH]c2-c2ccc(OC)cc2)cc1
    47	67	24	nt	50	92	15	29
79	CCOC(=O)C(=CNc1cccc(Cl)c1)C(=O)OCC
    96	107	78	98	117	107	88	108
80	CC(=O)[C@H]1CCC2C3CCC4=CC(=O)CC[C@]4(C)C3CC[C@@]21C (stereo partly specified)
    85	109	74	30	97	nt	49	nt
81	N#Cc1ccc(C(=O)CSc2nc3c(c(Nc4ccc(S(N)(=O)=O)cc4)n2)CCCC3)cc1
    98	94	77	102	97	99	83	nt
82	O=C(Nc1ccccc1)Nc1cccc(-n2cc(-c3ccncc3)c(-c3ccc(O)c(Cl)c3)n2)c1
    35	44	nt	nt	32	78	43	nt
83	NS(=O)(=O)c1cccc(Nc2nc(SCc3ccccc3)nc3ccccc23)c1
    96	104	96	95	114	99	98	113
84	O=c1[nH]c(=S)ccn1C1OC(CO)C(O)C1O (stereo unspecified)
    68	101	94	106	82	80	100	87
85	Nc1ccc(-c2nc3nc(N)nc(N)c3nc2-c2ccc(N)cc2)cc1
    97	125	75	89	98	85	114	71
86	O=S(=O)(NCCNc1nccc(-c2c(-c3cccc(O)c3)nc3sccn23)n1)c1ccccc1
    39	26	66	nt	22	111	11	48

Full records, looked up by structure. Screens in order: A549/ATCC	SK-MEL-28	HOP-92	EKVX	M14	HOP-62	SK-MEL-5	SK-MEL-2
Listed for COC(=O)/C(CCC=C(C)C)=C1\[C@@H](OC(C)=O)C[C@@]2(C)[C@H]1C[C@@H](O)[C@H]1[C@@]3(C)CC[C@H](N4CCOC4)[C@@H](C)[C@@H]3CC[C@@]12C → 90	104	76	95	98	102	87	107
Listed for O=C(Nc1cc(Cl)ccc1Cl)Nc1ccc(Cl)cc1C(=O)c1ccccc1 → 61	71	60	37	70	84	52	69

Random draw from the library; any-hit rate near 11%.
